Screening data (PubChem BioAssay)
Pemphigus Ab inh – human desmoglein-3 autoantibody binding inhibition; P32926; DSG3-coupled beads, scFv-anti-DSG3-GFP binding, flow cytometry; hits give low values; binding (percent of control), % at 10 µM; 0.48% of 310,000 active; AID 588358;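 active = binding more than 3 SD below its plate's average and above zero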;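 note: hits lower antibody fragment binding to DSG3; some compounds called inactive have numbers as strong as hits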
Target sequence (P32926 whole entry, looked up, the tested form may be a part): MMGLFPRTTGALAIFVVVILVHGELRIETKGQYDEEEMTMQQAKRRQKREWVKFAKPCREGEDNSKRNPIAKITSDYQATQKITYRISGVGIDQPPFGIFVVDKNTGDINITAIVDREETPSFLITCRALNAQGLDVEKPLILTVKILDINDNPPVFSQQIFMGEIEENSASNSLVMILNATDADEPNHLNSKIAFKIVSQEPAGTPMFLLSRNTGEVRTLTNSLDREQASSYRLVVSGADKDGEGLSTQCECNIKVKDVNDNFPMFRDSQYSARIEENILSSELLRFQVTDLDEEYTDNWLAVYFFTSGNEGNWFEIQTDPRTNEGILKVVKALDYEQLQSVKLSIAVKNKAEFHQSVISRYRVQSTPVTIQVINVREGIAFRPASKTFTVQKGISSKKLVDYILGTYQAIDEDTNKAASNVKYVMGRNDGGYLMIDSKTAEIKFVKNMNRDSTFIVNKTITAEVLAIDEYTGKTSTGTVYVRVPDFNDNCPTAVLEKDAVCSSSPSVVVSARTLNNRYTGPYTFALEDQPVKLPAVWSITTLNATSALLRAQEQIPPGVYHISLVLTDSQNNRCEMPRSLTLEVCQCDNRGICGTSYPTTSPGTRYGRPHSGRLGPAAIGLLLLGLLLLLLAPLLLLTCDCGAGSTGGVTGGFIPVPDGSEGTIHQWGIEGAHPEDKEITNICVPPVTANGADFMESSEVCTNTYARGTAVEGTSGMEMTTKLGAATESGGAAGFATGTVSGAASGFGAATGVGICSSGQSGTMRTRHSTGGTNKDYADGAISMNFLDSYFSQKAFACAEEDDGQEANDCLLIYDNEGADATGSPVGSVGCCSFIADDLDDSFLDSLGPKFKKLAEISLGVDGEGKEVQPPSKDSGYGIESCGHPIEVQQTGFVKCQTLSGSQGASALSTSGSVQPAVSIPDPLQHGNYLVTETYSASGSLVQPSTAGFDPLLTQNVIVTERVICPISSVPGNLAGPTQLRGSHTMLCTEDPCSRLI
OPRM1-OPRD1 inv – inverse agonists of human mu-delta opioid receptor heterodimerization. P35372+P41143. 0.21% of 340,000 active. inhibition, % at 9.3 µM. AID 504357. cell-based MOR-DOR heterodimer luminescence, inverse agonism; in the data active = inhibition above about 22%, passing the limit was not always enough;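 note: 0% = cells with DMSO and 100% = wells without cells with DMSO; values of inactives mirror those of a sister screen read the other way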
RTF Ca sens act – cardiac RTF calcium sensitization | P19429+P45379 | IANBD-labeled TnC RTF fluorescence at EC20 calcium; 0% EC20 calcium, 100% full calcium | activation, % at 7.2 µM | 0.24% of 340,000 active | AID 493008;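 active = activation above the mean over all tested compounds plus 3 SD, cut at about 30% in these data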;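 note: rise in fluorescence read as greater calcium sensitivity of cardiac thin filaments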
Arr AP2 block – human beta-arrestin and AP2 interaction inhibition. inhibition, % at 10 µM. 0.31% of 340,000 active. FITC-arrestin peptide / GST-AP2 beads, flow cytometry; AP2 beta2 appendage carries R879A mutation;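 active = inhibition above a set limit, near 3 SD of compounds lacking own fluorescence, cut at about 54% in these data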;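 note: plate controls were DMSO wells for no effect and 5 µM unlabelled arrestin peptide for full effect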
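System: GST-AP2 R879A glutathione beads; medium: PBS, Tween 20 0.05%, BSA 0.1%; reagent: fluorescein-tagged arrestin peptide at 50 nM final; schedule: pre-incubation 12 min, peptide binding 1 h, room temperature; detection: flow cytometry, FL1 (488/535 nm); read-out: inhibition as reduced fluorescein signal on beads, percent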
Wnt act – activators of Wnt/beta-catenin signaling. AID 743398. activation, % at 9.35 µM. Wnt/beta-catenin reporter cell assay, activator, plate reader. 1.2% of 300,000 active; in the data active = activation above about 30%, passing the limit was not always enough;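 note: 0% = neutral control wells and 100% = positive control wells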
LANA DNA inh – KSHV C-LANA DNA binding inhibition | MBP-C-LANA/FAM-LBS DNA binding, fluorescence polarization | inhibition, % at 9 µM | 0.078% of 340,000 active | AID 504423;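 active = highest replicate inhibition at or above 60% at 9 µM, even if other replicates fall short; inactive = all replicates below 60% inhibition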;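 note: 0% = neutral control wells and 100% = 4 µM acridine orange control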
MOR-DOR ag – OPRM1-OPRD1 heterodimerization agonism. cells, luminescence. P35372+P41143. 0.3% of 340,000 active. AID 504326. activation, % at 9.3 µM; in the data active = activation above about 18%;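 note: 0% = vehicle-treated cells and 100% = reference agonist; values of inactives mirror those of a sister screen read the other way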
Cardiac RTF inh – cardiac RTF calcium desensitization. P19429+P45379. IANBD-labeled cardiac RTF, Ca2+ fluorescence. inhibition, % at 7.15 µM. 0.12% of 340,000 active;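 active = inhibition above the mean inhibition of all tested compounds plus 3 SD, cut at about 17% in these data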;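 note: assay run at fixed EC70 calcium of 1.6 mM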
Keap1-Nrf2 PPI – Keap1-Nrf2 (human) interaction inhibition; Q14145; Keap1 Kelch-Nrf2 peptide fluorescence polarization, 1536-well; inhibition, % at 9.4 µM; 0.15% of 340,000 active; in the data active = inhibition above about 12%;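 note: human Keap1 Kelch domain with fluorescein labeled Nrf2 9mer peptide probe; 0% = neutral control wells and 100% = peptide positive control; higher means more block of Keap1 binding to Nrf2 peptide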
V-ATPase pH – yeast V-ATPase proton transport regulation by pHLuorin | S. cerevisiae, pHLuorin cytosolic pH fluorescence | response, % at 10 µM | 0.37% of 350,000 active | AID 504577; in the data active = response mostly above about 7.3%, no sharp cut-off; inactive = mostly below about 5.4%; note: actives read high; inactives centre near 0; some compounds called inactive have numbers as strong as hits; reference of the scale not given here
* hit, by the source's call; . = no result given; & = joins results of further samples.

Second line of a record – Pemphigus Ab inh, OPRM1-OPRD1 inv, RTF Ca sens act, Arr AP2 block, Wnt act, LANA DNA inh, MOR-DOR ag, Cardiac RTF inh, Keap1-Nrf2 PPI, V-ATPase pH
- S=c1[nH]nc(-c2ccccn2)n1/N=C/c1ccco1
 : 103.4, ., ., -13.6, 1.4, ., ., ., ., 3.2
- CC(C)CCOc1ccc(C(=O)C[N+]2(C)CCOCC2)cc1
 : 111.5, 19.1, 1.7, -5.4, ., 0.6, -3.4, -9.5, 0.4, 0.5
- N#C/C(=C\c1ccc(N2CCOCC2)o1)C(=O)N1CCOCC1
 : 81.8, 14.6, 113.8*, -3.1, ., -33.2, -2.9, -80.4, -143.6, -7.4
- CC(C)(C)OC(=O)N1CCN(Cc2ccc(F)c(B(O)O)c2)CC1
 : 123.1, 5.3, -2.5, 5.6, -3.6, -4.4, -1.1, -2.2, 8.5, -2.2
- COc1ccccc1/C=C(/C(=O)OCC(=O)Nc1ccccc1C(C)C)c1ccccc1
 : 100.1, -21.1, -5.0, 15.9, -0.1, -0.9, 3.1, -0.7, -0.2, -1.2
- CCCC/C(O)=C/c1nc2ccccc2[nH]c1=O
 : 90.3, 22.4, -1.7, -4.4, ., 1.8, -4.5, -8.7, -10.5, -3.5
- Cc1ccc(CC2CC(=O)N(c3nc(C)cc(C)n3)C2=O)cc1 (stereo not drawn)
 : 86.7, 6.8, -2.1, -24.4, 0.2, -1.8, -1.3, -3.2, 1.1, 1.8
- Cc1cc(C)cc(NC(=O)C(OC(=O)c2sccc2C)c2ccccc2)c1 (stereo not drawn)
 : 125.2, -12.5, -4.1, 4.5, -3.1, 1.6, 2.3, -19.3, 0.1, 2.9
- C=CCN(C(=O)c1ccc2snnc2c1)c1ccccc1
 : 96.1, 3.0, 2.8, 1.1, 0.2, 1.0, -0.5, -5.5, 0.8, -1.1
- CCOc1nc2ccccc2cc1/C=C/C(=O)O
 : 98.0, 10.4, -5.1, -2.2, -0.1, 1.0, -2.1, 0.3, -0.9, 0.3
- COc1cc(C(C)=O)ccc1OCC(O)CNCC(O)c1ccccc1 (stereo not drawn)
 : 103.1, 9.2, -1.7, 3.1, -1.4, -1.9, -1.9, -19.1, -2.0, 4.0
- COc1cc(C)nc(N(C)C(C)=O)n1
 : 82.8, -2.4, -5.4, 3.6, -2.9, -2.1, 0.5, -0.8, 3.0, -2.5
- CC(=O)Nc1ccc(NC(=O)COC(=O)CCNS(=O)(=O)c2c(Cl)cccc2Cl)cc1
 : 104.0, 2.5, -0.8, 1.1, -0.6, 0.6, -0.5, -10.5, -2.9, 1.7
- O=C(Nc1cccc(F)c1)/C(=C\c1ccco1)NC(=O)c1cccs1
 : ., 17.5, 8.4, -8.2, ., -2.5, -3.0, -8.2, -4.5, 0.9
- CCCCCCCCCCOC(=O)Cn1c(COc2ccc(OC)cc2)[n+](C)c2ccccc21
 : 99.3&117.5, -61.8&-60.6, 0.2&-6.0, 4.4&-17.2, ., -2.4&-3.2, 12.1&12.6, -7.2&-2.9, 6.2&1.3, 2.8&1.5
- Brc1ccc(-c2cnnc(N3CCCC3)n2)cc1
 : 104.1, 0.4, 79.3*, 28.7, ., 1.7, -0.1, -57.3, -2.7, -4.2
- Cc1cc(C)cc(NC(=O)CCn2c(=O)c3cccn3c3ccccc32)c1
 : 98.6, 10.1, -7.4, -1.6, -0.6, 0.5, -1.9, 0.3, -3.6, -0.1
- O=C(CN(Cc1ccc(Cl)c(Cl)c1)S(=O)(=O)c1ccccc1)N/N=C\c1ccc2c(c1)OCO2
 : 101.9, -17.7, -0.2, 9.6, -1.5, -1.1, 4.2, -3.0, 3.5, 0.2
- O=C(COc1ccccc1)NC(=S)Nc1ccc(Br)cn1
 : 113.0, ., ., 1.9, 1.3, ., ., ., ., -0.4
- O=C(NCc1ccco1)c1cc(S(=O)(=O)N2CCOCC2)c(Cl)cc1Cl
 : ., 10.2, -5.7, 0.0, ., 9.4, -2.1, 2.6, -5.6, 1.4
- Cc1ccc(S(=O)(=O)n2nnc3ccccc32)c(C)c1C
 : 104.0, 9.3, 4.7, 6.5, -1.1, 2.0, -1.8, -6.2, -2.4, 4.9
- O=Cc1cn(CCC(=O)O)nc1-c1cccc2ccccc12
 : 103.1, 0.4, 0.1, -6.8, -13.8, -0.3, -0.1, -8.3, 3.1, 2.7
- CC(=O)Nc1ccc(S(=O)(=O)N(C)CC(=O)Nc2ccccc2N2CCOCC2)cc1
 : ., 11.4, 7.6, -6.9, -1.1, 1.6, -2.7, -4.9, -3.5, -1.0
- COc1ccc(NC(=O)C2CCCN(C)C2)cc1OCC(C)C (stereo not drawn)
 : 97.2, 17.5, 10.0, -1.0, 0.2, -0.5, -3.0, -1.3, -3.5, -1.9
- COc1ccc(N2CCN(S(=O)(=O)CCNC(=O)COc3ccc(Cl)cc3)CC2)cc1
 : ., 4.3, -0.5, -9.2, -2.2, -2.2, -0.8, -6.6, 4.0, -2.1
- O=C(NC(=S)Nn1cnc2c(cnn2-c2ccccc2)c1=O)c1ccc(Cl)cc1
 : 82.6, 19.3, -4.5, 8.7, -3.2, 0.2, -3.9, -11.0, -5.8, 0.2
- CCCCn1c(NC(=O)C2CCCCC2)nc2ccccc21
 : 100.7, -3.7, -2.7, 47.5, ., 6.0, 0.7, -0.1, 7.1, 0.2
- CCCc1nc2oc3c(NCC4CCCO4)ncnc3c2c2c1COC(C)(C)C2 (stereo not drawn)
 : 102.3, -7.7, 2.9, 1.5, ., -0.1, 1.5, -10.7, -5.4, 3.4
- O=C(c1ccc2[nH]c3c(c2c1)CCCC3)N1CCN(c2ccc(F)cc2)CC1
 : 94.9, 8.4, -8.9, 25.8, ., -0.4, -1.4, -2.2, -4.1, -0.6
- Clc1cccc(Nc2nc(-c3cccnc3)cs2)c1
 : 101.3, -24.6, 5.2, -1.8, -0.4, 0.1, 4.6, 5.3, 0.4, 1.4
- CCc1ccc(S(=O)(=O)N2CCN(c3ncccn3)CC2)cc1
 : 109.7, -2.2, -0.2, 4.3, -1.6, -1.3, 0.4, 0.2, 0.0, -5.5
- COC(=O)c1ccccc1NC(=O)c1ccc2c(c1)OCCO2
 : 103.4, 6.3, 1.7, -8.7, ., -1.4, -1.1, -5.7, -2.1, 5.0
- O=C(Nc1cc(C(F)(F)F)ccc1N1CCOCC1)c1cnccn1
 : 105.8, 14.4, -3.5, 26.4, -1.3, 0.6, -2.8, -3.0, -5.8, -6.2
- C/C(Cl)=C\Cn1c(Nc2ccc(C)cc2)nc2c1c(=O)n(C)c(=O)n2C
 : 90.0, -7.4, -2.2, 8.2, -3.4, 0.3, 1.3, -4.1, -3.0, -7.6
- COc1ccc(S(=O)(=O)N2CCCCCC2)cc1C(=O)N(C)CCOc1ccccc1
 : 106.5, 8.3, -0.3, 4.7, -8.7, 1.3, -1.5, -5.7, -3.4, -2.9
- Cc1ccc(/C=C2\SC(=S)N(CCCC(=O)Nc3cccc(C(=O)O)c3)C2=O)cc1
 : 117.0, 11.8, -9.1, 18.5, -2.4, -1.7, -2.2, -3.5, 0.1, -0.3
- COCCn1nnnc1CN1CCC(Cc2ccccc2)CC1
 : 85.6, -3.4, -1.6, 10.8, -6.6, -1.7, 0.6, 4.4, 5.5, 0.8
- COc1ccccc1N1CCN(c2cc(N3CCCC3)nc(C)n2)CC1
 : 87.3, 5.9, 0.8, 35.0, ., 1.1, -1.1, 7.0, 1.4, -5.4
- CCCCOC(=O)Cn1c(=O)oc2ccc(C)cc21
 : 99.5, 17.4, -4.0, -7.8, -5.2, 0.0, -3.2, 5.5, -2.1, -0.8
- O=C(Cn1nc(-c2cccc(Cl)c2)ccc1=O)Nc1ccccc1Br
 : 104.8, -6.8, -3.2, -18.0, -1.6, -0.4, 1.3, 7.0, -1.8, 0.2
- CCCCCC1C/C(=N\O)C=C(C)C1C(=O)OC (stereo not drawn)
 : 96.8, ., ., 7.2, 0.4, -0.2, ., ., 0.3, -0.3
- Cc1nc(NS(=O)(=O)c2ccc(Br)cc2)c2c3c(sc2n1)CCC3
 : 103.4, 12.4, 3.2, -6.2, ., -0.2, -2.3, -5.1, 0.4, -3.0
- COC(=O)/C(=N/Nc1ccccc1C)N1CCCc2ccccc21
 : 99.8, 6.3, 0.6, 3.1, 0.5, -0.1, -1.1, 0.8, 1.0, -5.5
- CCOC(=O)CSc1nnc(-c2nnc(SCC(=O)OCC)n2CC)n1CC
 : 98.8, 0.2, 1.0, -22.9, ., 0.7, -0.1, -11.0, -2.8, 1.9
- COc1cccc(C(=O)N2N=C(c3ccccc3)CC2(O)C(F)(F)F)c1 (stereo not drawn)
 : 94.0, -21.3, -7.2, -8.1, ., -1.4, 3.4, -4.3, 0.4, 6.1
- c1ccc(-c2cc3ccccc3nc2N2CCCC2)cc1
 : 106.4, -5.4, -3.6, -8.5, ., -4.5, 1.1, -2.8, -3.5, 5.9
- CS(=O)(=O)N1CCc2cc(C(=O)N3CCCCC3)ccc21
 : ., 5.8, -3.6, -1.5, -1.4, -0.5, -1.4, -3.3, -5.0, 0.3
- CN=C1SC(CC(=O)Nc2cccc(Cl)c2Cl)C(=O)N1C (stereo not drawn)
 : 99.5, 10.4, 8.1, -12.5, ., 1.8, -1.8, -9.0, 2.9, -1.9
- O=C(O)c1cccc(S(=O)(=O)N2Cc3ccccc3C2)c1
 : 108.1, 12.8, 3.6, 2.9, ., 0.0, -2.3, 4.4, -1.8, 2.9
- O=C1CN(c2ccccc2Cl)C(=O)CN1c1ccccc1Cl
 : 108.0, 18.1, 0.0, -10.4, ., 1.1, -4.0, -3.5, 3.1, -4.8
- CC(=O)c1ccc(N2CCN(C(=O)Nc3ccc(Cl)cc3)CC2)cc1
 : 99.3, 2.1, -3.3, 9.3, -1.5, 0.5, -0.4, 1.4, -1.1, 2.1
- C(/CCc1ccccc1)=N\Nc1nc2ccccc2[nH]1
 : 99.0, 7.5, 1.4, 15.9, 39.6*, -2.6, -1.5, -6.5, -1.0, 1.4
- N#CCSc1nnc(N)s1
 : 108.3, 11.8, -7.7, 30.5, ., 1.5, -2.6, 4.4, 1.4, -2.2
- NC(=O)CNC(=O)c1ccc(Cl)cc1
 : ., 10.6, 3.4, -4.2, 2.3, -0.6, -2.1, -5.1, -1.4, -1.8
- O=C(Nc1ccccc1C(=O)Nc1ccc2c(c1)OCO2)c1cccs1
 : 106.2, -2.1, 2.5, -3.6, 5.2, -0.7, 0.4, -6.0, -3.8, 0.3
- Cc1cccc(N2C(=O)C(O)=C(C(=O)c3cccs3)C2c2ccc(F)cc2)n1 (stereo not drawn)
 : 96.0, -0.5, -5.7, 4.6, -1.3, 0.0, 0.1, -2.2, -3.6, -1.8
- CC(=O)Nc1ccc(S(=O)(=O)NC(C)C(=O)OCC(=O)NC2CCCC2)cc1 (stereo not drawn)
 : 93.2, -3.9, 1.0, 20.7, -3.0, 0.2, 0.7, 4.0, 2.4, -1.4
- CCCCC(C(=O)NC1CCCC1)N(C(=O)c1snc(C(N)=O)c1N)c1ccc(C)cc1 (stereo not drawn)
 : 118.3, 12.1, -3.8, -1.3, -5.3, 0.7, -2.3, -6.7, 0.0, -3.5
